p53ts 32C tox: cytotoxicity in p53ts cells at permissive temperature | 0.93% of 130,000 active | H1299-p53A138V at 32C, ATP luminescence viability, 24 h | Potency, µM (doses to about 46.1 µM), for inactives: top-dose activity change, negative = cytotoxicity, actives largely listed as cytotoxic | AID 924;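 further: 0% = DMSO and -100% = full killing by reference compound; nearly all actives have a fitted effect of over 55% in size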
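H1299-p53 A138V cells (temperature-sensitive p53) exposed 24 h to up to 46 uM compound at 32C, where p53 is wild-type in conformation. Viability read as ATP luminescence and normalised to DMSO and 100 uM tamoxifen. AC50 fitted with the Hill equation.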
IkB sig inh: IkB pathway inhibition in ABC-DLBCL cells; ABC-DLBCL IkBa-CBG/CBR dual luciferase ratio, 4 h; response scale: scaled: untreated 0%, proteasome inhibitor 100%; Potency, µM (doses to about 57.1 µM), for inactives: top-dose IkBa stabilization activation; 0.04% of 110,000 active; AID 445; active means well fitted curve in the direction sought with a large enough effect in the signal ratio, not every such curve was filed as active; inconclusive means small, poorly fitted or top-dose-only effect, or a change in a side signal; the % refers to the signal ratio;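 further: the direction sought is a rising ratio; 0% = basal untreated cells and 100% = reference inhibitor full response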
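Luminescence ratio of IκBα-fused green versus native red beetle luciferase in OCI-Ly3 cells, 4 h post-doxycycline with compound; red signal alone, scaled from basal (0%) to zero light (-100%), flagged nonspecific or cytotoxic effects.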
Peg3 imprint: genomic imprint erasure induction; AID 1948; 0.02% of 110,000 active; mouse ES Peg3-LacZ reporter, beta-gal luminescence, 40 h; Potency, µM (top dose mostly 60.7 µM), for the others: at the highest dose activity change, positive = activation, hits mostly activators;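 further: 0% = negative control wells on the plate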
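Gelatin-coated wells received 300 freshly trypsinized female ES cells with a Peg3LacZ-Neo reporter on the maternal allele, then incubated 40 hours at 37C. BetaGlo was added for 5 minutes at room temperature before a single luminescence read.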
p53ts 39C tox: cytotoxicity in p53ts cells at nonpermissive temperature; AID 902; 1.5% of 130,000 active; Potency, µM (doses to about 46.1 µM), for inactives: top-dose activity change, negative = cell killing, hits mostly cytotoxic; H1299-p53A138V viability at 39C, ATP luminescence, 24 h; further: nearly all actives have a fitted effect of over 55% in size
* = called active by the depositor; ? = inconclusive; . = not tested or not shown; [ ] = dose if it differs, or a comment. Unless noted, the call rests on the fitted dose curve; in most records, active means well fitted curve in the direction sought with a large enough effect; inconclusive means small, poorly fitted or top-dose-only effect, or another doubt; inactive means no such curve, though single readings can be large; an effect the other way counts as inactive or inconclusive. Unless noted, on the % scale 0 is the no-effect control and ±100 the full control effect; potency means the concentration at half of the fitted maximal effect. Rows are unselected. Share with any hit: about 1.7%.

Values in the order: p53ts 32C tox, IkB sig inh, Peg3 imprint, p53ts 39C tox
- CC(=O)c1ccc(OCC(C)C)c(CC(C(N)=O)C(N)=O)c1
    2%, -2.6%, 3%, 2%
- COc1ccc(C(=O)Nc2cc(Cl)ccc2Cl)c(OC)n1
    22%, -3.0%, -6%, 4%
- COc1ccccc1-c1coc2cc(O)ccc2c1=O
    7%, ., -30%[inhibitor], -2%
- Cc1ccc(-n2ncc3c(N(C)C)ncnc32)cc1Cl
    ?, -2.1%, -28%[10.9 µM], 7.9µM*
- Cc1ccc(C)c(NC(=O)Nc2nnc(N(CC(C)C)CC(C)C)s2)c1
    2%, ?, -15%[10.9 µM], 7%
- CN1CC[n+]2cnc3ccccc3c21
    3%, -1.0%, 0%, 3%
- COc1ccc(S(=O)(=O)N2CCN(c3cc(-c4ccccc4)nc4ncnn34)CC2)cc1
    0%, ?, -8%, -4%
- COC(=O)Cn1c(CN2CCOCC2)nc2c1c(=O)[nH]c(=O)n2C
    7%, -0.2%, -11%, 2%
- CCn1c(C)c(C)c2cc(C(=O)N3CCN(c4cccc(C)c4C)CC3)ccc21
    -5%, ?, -13%[10.9 µM], ?
- COc1cccc(-c2cc(C(=O)N3CCc4ccccc4C3)no2)c1
    4%, ?, -18%, -15%

Arranged by heavy-atom count (smallest number first): three of the compounds above
Values in the order: p53ts 32C tox, IkB sig inh, Peg3 imprint, p53ts 39C tox
- CC(=O)c1ccc(OCC(C)C)c(CC(C(N)=O)C(N)=O)c1
    2%, -2.6%, 3%, 2%
- COc1cccc(-c2cc(C(=O)N3CCc4ccccc4C3)no2)c1
    4%, ?, -18%, -15%
- CCn1c(C)c(C)c2cc(C(=O)N3CCN(c4cccc(C)c4C)CC3)ccc21
    -5%, ?, -13%[10.9 µM], ?

(list continues)
Values in the order: p53ts 32C tox, IkB sig inh, Peg3 imprint, p53ts 39C tox
- Cc1ccc(S(=O)(=O)Nc2cc(Cl)c3oc4c(c3c2)C(=O)CC(C)(C)C4)cc1
    -1%, 3.0%, -12%[10.9 µM], 0%
- O=C(Nc1ccc2nn(-c3ccccc3)nc2c1)c1cc2ccccc2o1
    4%, 4.8%, -5%[10.9 µM], -13%
- Nc1cc(=O)[nH]c(SCC(=O)Nc2ccc(Br)cc2)n1
    -20%, 0.0%, 8%, -9%
- COc1ccc(N2CC(C(=O)NCc3nnnn3-c3ccc(C)c(C)c3)CC2=O)cc1 (stereo unspecified)
    3%, 0.0%, 17%[10.9 µM], 9%
- COc1ccc(Cn2nnc3c(=O)[nH]c(C4CCCN(C(=O)c5ccccc5)C4)nc32)cc1 (stereo unspecified)
    1%, -2.8%, -9%, ?
- CC(=O)NC(Cc1ccc(F)cc1)C(=O)O (stereo unspecified)
    -6%, -1.2%, 18%, -2%
- CCOc1ccccc1C1C(C(=O)N2CCCCC2)=C(C)Nc2nc3ccccc3n21 (stereo unspecified)
    16%, ?, -14%[10.9 µM], 7%
- Cc1cccc(OCC(=O)Nc2nnn(C)n2)c1C
    -8%, ., ., 15%
- COc1cc(CNc2ccc3[nH]c(=O)[nH]c3c2)cc(Br)c1OCc1ccccc1F
    0%, 1.5%, -8%[10.9 µM], 3%
- OC(CN1CCCCC1)Cn1c(C(F)(F)F)nc2ccccc21 (stereo unspecified)
    -2%, 0.3%, 19%, 2%
- O=C(NCCSCc1ccccc1)c1ccc(Cl)c(S(=O)(=O)N2CCOCC2)c1
    2%, ., ., 7%
- C[C@@H]1C=C[C@](Cc2ccccc2)(C(=O)O)N1C(=O)c1ccccc1
    0%, ., 4%, -8%
- O=C(COC(=O)c1n[nH]c2ccccc12)Nc1ccc(S(=O)(=O)N2CCCC2)cc1
    3%, ?, -15%, -18%
- CCOC(=O)C1C(=O)CC(C)(O)C(C(=O)OCC)C1c1ccc2c(c1)OCO2 (stereo unspecified)
    -12%, 2.1%, 3%, -1%
- CCc1ccc(NC(=O)c2cc(-c3ccc(OC)cc3)on2)cc1
    -1%, 1.4%, 2%, -15%
- Cc1ccc(C)c(N2CCN(Cc3nnnn3C3CCCCC3)CC2)c1
    7%, 2.1%, -13%, -5%
- Cc1ccc(CNC(=O)CCCNC(=O)c2ccc(Cl)cc2)n1C
    4%, 2.1%, -7%, -1%
- Cc1cc(C)nc(SCC(=O)Nc2ccc(S(=O)(=O)Nc3onc(C)c3C)cc2)n1
    -8%, 1.2%, 8%, -4%
- COCCn1c(C)cc(O)c(C(c2ccc(OC)cc2)N2CCN(c3ccccc3)CC2)c1=O (stereo unspecified)
    3%, 2.1%, -9%[10.9 µM], -4%
- COC(=O)Cn1c(CCS(=O)(=O)c2ccc(C)c(C)c2)nc2ccccc21
    -3%, 0.3%, -6%, 6%

Look-ups from above.
p53ts 39C tox, Cc1cccc(OCC(=O)Nc2nnn(C)n2)c1C → 15%
Peg3 imprint, Nc1cc(=O)[nH]c(SCC(=O)Nc2ccc(Br)cc2)n1 → 8%

Additional results
Values in the order: p53ts 32C tox, IkB sig inh, Peg3 imprint, p53ts 39C tox
- Cc1cccn2c(=O)c3cc(C(=O)NCc4cccnc4)c(=N)n(C(C)C)c3nc12
    2%, 1.6%, -6%, 7%
- CC(NC(=O)c1ccc2c(c1)N(Cc1cccc(F)c1)C(=O)c1ccccc1S2)c1ccccc1 (stereo unspecified)
    12%, 3.8%, -11%[10.9 µM], -10%
- O=C(C1COc2ccccc2O1)N1CCN(c2ccc(F)cc2)CC1 (stereo unspecified)
    3%, -1.7%, -2%, -8%
- CC(C)(C)C(=O)Nc1ccccc1C(=O)OCC(=O)c1ccc2c(c1)OCCO2
    -14%, ., ., 8%
- COc1cccc(CCc2ccccc2OCC[C@@H]2C[C@@H](O)CN2C)c1
    ?, ., -26%, 13µM*
- Cc1ccc2nc(Cl)c3cc(C(=O)NCCCN(C)Cc4ccccc4)sc3c2c1
    ?, ?, -9%[10.9 µM], 13µM*
- CC(=O)Nc1ccc2nc(SCCOc3ccc(C)cc3)sc2c1
    1%, -0.5%, -11%[10.9 µM], 16%
- N#CCCn1c(=O)c(-c2ccc(F)cc2)nc2cnc(Oc3ccccc3)nc21
    -2%, -1.3%[11.4 µM], ., -7%
- COc1ccc(N2CCN(Cc3nc4c(c(=O)n(C)c(=O)n4C)n3Cc3ccccc3C)CC2)cc1
    -3%, 1.0%, -5%, -3%
- O=C1c2ccccc2C(Nc2ccc(Cl)cn2)N1c1ccccn1 (stereo unspecified)
    1%, 4.0%, -10%, -3%
- CCc1ccc(NC(=O)C2CC(=O)N=C(N)S2)cc1 (stereo unspecified)
    0%, -1.2%, 7%, -1%
- N#CC1=C(N)C(C#N)(C#N)[C@H](c2ccncc2)[C@H]2CC3(CC=C12)OCCO3
    -3%, 1.5%, -17%, 11%
- CCOc1cc(CNC(=O)c2ccc3c(c2)N(C)C(=O)C2CCCCN32)ccc1OC (stereo unspecified)
    -6%, ?, -20%[10.9 µM], -6%
- Nc1ccc(-c2n[nH]c(=O)c3ccccc23)cc1N
    19%, ?, -5%, 8%
- COc1cccc(C2=NOC(C(=O)Nc3ccc(C(C)=O)cc3)C2)c1 (stereo unspecified)
    -13%, 1.3%, -13%, -15%
- COc1ccc(-c2c3c(=O)n(C)c(=O)n(C)c3c3nnc4ccccc4n23)cc1
    6%, 2.4%, -5%, 2%
- COc1ccc(CCNC(=O)c2ccc3c(c2)NC(=O)C(N2CCOCC2)S3)cc1OC (stereo unspecified)
    1%, 2.9%, -22%, -11%
- CCC(=O)Nc1nc(CC(=O)Nc2ccccc2OC)cs1
    0%, ., ., -1%
- CCOC(=O)N1CCN(C(=O)CSc2nnc(-c3ccc(Cl)s3)o2)CC1
    4%, -0.6%, -14%, 0%
- CC(C)c1ccc(Nc2cc(C(=O)NC3CCCCC3)c3ccccc3n2)cc1
    3%, -1.0%, -15%[10.9 µM], -13%

Another view of part of the listing above.
mol | p53ts 32C tox | IkB sig inh | Peg3 imprint | p53ts 39C tox
CCOC(=O)N1CCN(C(=O)CSc2nnc(-c3ccc(Cl)s3)o2)CC1 | 4% | -0.6% | -14% | 0%
CC(C)c1ccc(Nc2cc(C(=O)NC3CCCCC3)c3ccccc3n2)cc1 | 3% | -1.0% | -15%[10.9 µM] | -13%
COc1ccc(-c2c3c(=O)n(C)c(=O)n(C)c3c3nnc4ccccc4n23)cc1 | 6% | 2.4% | -5% | 2%

(next part)
Values in the order: p53ts 32C tox, IkB sig inh, Peg3 imprint, p53ts 39C tox
- CCn1c(C(=O)Nc2cc(C)cc(C)c2)cc2sc(Cl)cc21
    -3%, ?, -3%[10.9 µM], -16%
- Brc1csc(CN2CCc3nc(Nc4ccccc4)ncc3C2)c1
    -6%, 0.7%, 7%[10.9 µM], ?
- Cc1[nH]nc2c1/C(=N\O)CC(C)(C)C2
    8%, -0.1%, 2%, 17%
- Cc1ccc(CN2CCN(C3CCN(C(=O)c4ccc(C)cc4)CC3)C(=O)C2=O)cc1
    3%, -1.2%, 9%[10.9 µM], 3%
- COc1ccc(CCNC(=O)c2cn(C)c3ccc(S(=O)(=O)N4CCOCC4)cc3c2=O)cc1OC
    8%, -3.3%, -2%[10.9 µM], -12%
- CCOC(=O)N1CCN(C(=O)CN(C)S(=O)(=O)c2ccc3c(c2)C(C)(C)C(=O)N3C)CC1
    5%, -1.2%, -16%, -2%
- COc1ccc2c(c1)cc1c(=O)n(CC(=O)NC3CCCCC3)nc(C)n12
    -6%, -0.6%, -14%[10.9 µM], -15%
- Nc1nnc(-c2ccncc2)s1
    8%, 0.6%, -4%, 1%
- c1ccc(-c2cc3c(ccc4nonc43)nn2)cc1
    -4%, 0.4%, -26%, 1%
- CN(C)/C=N/c1cc(=O)[nH]c(=O)n1C
    4%, ., 3%, 8%
- O=C(CCN1C(=O)COc2ccccc21)NCCN1CCN(c2ccccc2F)CC1
    -4%, -0.3%, -7%, 0%
- Cc1ccc(C(=O)NC2CC(C)(C)NC(C)(C)C2)cc1C
    0%, 0.3%, -6%, -2%
- Cc1cc(N2CCC(C(=O)Nc3ccc(F)cc3C)CC2)n2nc(C)c(-c3ccc(Cl)cc3)c2n1
    4%, 1.5%, -3%[10.9 µM], -6%
- CCOC(=O)C1CCCN(Cc2ccc(OC)cc2OC)C1 (stereo unspecified)
    7%, 2.3%, -8%, -3%
- Cc1cccc(N2C(=O)SC(N(C)c3ccccc3)C2=O)c1 (stereo unspecified)
    -10%, 10%, ., -4%
- O=C(Nc1ccccc1)Nc1ccc2snnc2c1
    -22%, ., ., -18%
- COc1ccc(C(=O)Nc2ccc3nc(SCC(=O)N4CCCc5ccccc54)sc3c2)cc1
    -11%, ?, -20%[10.9 µM], -2%
- COc1ccc(OC)c(NC(=O)CSCC(=O)O)c1
    5%, -0.5%, 6%, -1%
- O=C1c2ccccc2C(=O)N1CCCCN(C(=O)c1ccco1)c1ccc(Cl)cc1
    15%, ?, -13%, -9%
- O=C(Cn1nc(N2CCN(c3ccccc3)CC2)ccc1=O)NCc1cccc(Cl)c1
    11%, -2.1%, -3%[10.9 µM], -10%
- COc1cccc(NC(=O)c2sc(-n3nc(C)c(Cc4ccccc4Cl)c3C)nc2C)c1
    0%, 1.5%, 12%[10.9 µM], 7%
- CC(=O)NC1C(=O)N=C(SCC(=O)NC2CCCCC2)NC1=O (stereo unspecified)
    9%, 0.5%, -7%, -5%
- CCOC(=O)c1c(C)[nH]c(C)c1S(=O)(=O)NCC(=O)NCc1cccc(Br)c1
    4%, ?, 17%[10.9 µM], -16%
- CCOC(=O)c1cn[nH]c1N
    -1%, -1.6%, -5%, 8%
- COc1ccc(Cl)c(Cn2c(NCCN)nc3c2c(=O)n(C)c(=O)n3C)c1
    12%, -0.9%, -12%[10.9 µM], -6%
- CC(=O)Nc1ccc(Nc2ncnc3c2c(-c2ccccc2)cn3-c2ccccc2)cc1
    2%, ?, -12%[10.9 µM], -22%
- COc1cccc(Cn2c(=O)c(C)nc3cnc(N(C)C)nc32)c1
    8%, 2.6%[11.4 µM], -2%, -13%

Compound activity (PubChem)
